E coli Lon inh: inhibits E. coli Lon protease | hit rate 0.42% among 360,000 | AID 602123 | inhibition, % at 7.94 µM | purified E. coli Lon protease, fluorescence polarization | P0A9M0; in the data active means inhibition above about 13%, passing the limit was not always enough;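 further: 0% = enzyme with probe and DMSO and 100% = no enzyme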
FAS-TE inh: blocks the thioesterase domain of human fatty acid synthase | hit rate 0.67% among 360,000 | recombinant FAS-TE, OMFH fluorogenic substrate, fluorescence endpoint | inhibition, % at 15 µM | P49327 | AID 602261;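 active means compounds whose normalised, plate-corrected inhibition of enzyme fluorescence in the single-dose primary screen is 50% or more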;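 further: 0% = DMSO with enzyme and 100% = substrate without enzyme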
MsrA act: activates bovine MsrA enzyme; purified bovine MsrA, absorbance read-out; activation, % at 10.6 µM; hit rate 0.3% among 360,000; AID 602163; in the data active means activation above about 7.5%;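 further: 0% = vehicle and 100% = reference activator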
PABP1 MLLE inh: blocks PAM2 peptide binding to the PABP1 MLLE domain. AID 588489. GST-MLLE / FITC-PAM2 fluorescence polarization. inhibition, % at 20 µM. hit rate 0.36% among 360,000. P11940; in the data active means inhibition above about 35%, passing the limit was not always enough;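 further: plate controls were DMSO wells with GST-MLLE for no effect and wells lacking GST-MLLE protein for full effect; some results filed as inactive read as strong as hits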
Target sequence (P11940 whole entry, looked up, the tested form may be a part): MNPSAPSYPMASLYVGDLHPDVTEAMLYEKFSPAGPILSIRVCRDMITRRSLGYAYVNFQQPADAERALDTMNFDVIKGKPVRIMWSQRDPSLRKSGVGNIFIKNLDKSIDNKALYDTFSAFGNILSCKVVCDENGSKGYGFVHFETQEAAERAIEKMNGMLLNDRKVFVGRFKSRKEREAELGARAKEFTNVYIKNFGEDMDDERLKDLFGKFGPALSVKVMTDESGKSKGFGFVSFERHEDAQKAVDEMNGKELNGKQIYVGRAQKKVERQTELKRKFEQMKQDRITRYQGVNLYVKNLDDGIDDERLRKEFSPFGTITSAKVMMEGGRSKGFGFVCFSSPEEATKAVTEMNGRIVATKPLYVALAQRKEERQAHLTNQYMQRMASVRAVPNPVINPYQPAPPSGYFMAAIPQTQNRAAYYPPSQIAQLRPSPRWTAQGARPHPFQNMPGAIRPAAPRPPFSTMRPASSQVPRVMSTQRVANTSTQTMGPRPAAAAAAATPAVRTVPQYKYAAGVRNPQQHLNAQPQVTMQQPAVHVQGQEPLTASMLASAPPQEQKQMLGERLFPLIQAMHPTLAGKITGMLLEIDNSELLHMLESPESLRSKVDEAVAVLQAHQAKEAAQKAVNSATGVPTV
Rpn11 inh: Rpn11 (human) deubiquitinase inhibition; human 26S proteasome, Ub4-pepOG fluorescence polarization; 20S core pre-blocked with epoxomicin; calls only at 20 µM; hit rate 0.59% among 360,000;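 active means inhibition at 20 µM, scaled to each plate's controls, above about 33%, limit read from the data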
Target sequence (O00487 whole entry, looked up): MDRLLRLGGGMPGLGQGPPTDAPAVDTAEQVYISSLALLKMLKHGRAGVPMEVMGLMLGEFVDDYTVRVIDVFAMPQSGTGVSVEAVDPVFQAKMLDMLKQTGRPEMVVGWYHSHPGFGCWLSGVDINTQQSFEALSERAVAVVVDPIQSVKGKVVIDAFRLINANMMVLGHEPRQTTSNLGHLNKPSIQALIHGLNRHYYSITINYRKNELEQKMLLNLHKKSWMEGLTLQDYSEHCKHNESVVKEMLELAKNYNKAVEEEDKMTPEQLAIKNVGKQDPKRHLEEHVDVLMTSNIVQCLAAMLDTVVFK
CSN deneddyl inh: CSN deneddylation inhibition; Purified CSN, SCF-Nedd8-OG deneddylation, fluorescence polarization; inhibition, % at 12.5 µM; hit rate 0.38% among 360,000; AID 651999;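 active means pattern-corrected inhibition above about 35%, with an unprinted fluorescence ratio check between 0.5 and 1.5, limit read from the data, passing the limit was not always enough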;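 further: 0% = enzyme with substrate and 100% = substrate without enzyme; some results filed as inactive read as strong as hits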
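Assay system: purified human Csn5 enzyme expressed in HEK293T cells; measure: % inhibition; also added: SCFSkp2-Nedd8OG substrate at 10 nM final; technique: fluorescence polarization; times: reaction 90 min, room temperature; medium: Tris buffer pH 7.5, NaCl, DTT, Tween-20, trehalose, ovalbumin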
Rin1-Abl PPI inh: human Rin1-Abl interaction inhibition | inhibition, % at 7.35 µM | hit rate 0.4% among 360,000 | TR-FRET Rin1/Abl binding, biochemical; in the data active means inhibition above about 5%, passing the limit was not always enough
MsrA inh: inhibitors of bovine MsrA; purified bovine MsrA, absorbance read-out; inhibition, % at 15.5 µM; hit rate 0.75% among 360,000; AID 651718; in the data active means inhibition above about 4.5%;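 further: 0% = vehicle wells with enzyme and 100% = reference inhibitor wells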
MT1-MMP act inh: inhibitors of human MT1-MMP activation; AID 651647; P50281; HT1080 RFP-PRO-GFP cells, GFP/RFP ratio fluorescence, overnight; percent of plate control window, DMSO zero; hit rate 0.061% among 360,000; GFP/RFP ratio change, % at 20 µM;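 active means GFP/RFP ratio change of at least 30% with cell ATP level not reduced by more than half and red fluorescence within 50% of control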; further: strong numbers were not always called active
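Material – HT1080 RFP-PRO-GFP cells · Control set – DMSO wells and RFP-L50D-GFP cells · Incubation – overnight cell settling, then overnight compound exposure, 37 °C, 5% CO2 · Compound dosing – single-point 20 µM compound, 1% DMSO · Read-out – GFP/RFP fluorescence ratio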
* marks the source's active call; other numbers are inactive results; i = inactive; . = not tested or not shown.

SMILES | E coli Lon inh | FAS-TE inh | MsrA act | PABP1 MLLE inh | Rpn11 inh | CSN deneddyl inh | Rin1-Abl PPI inh | MsrA inh | MT1-MMP act inh
CCCCCCCCN1[C@@H](CC(=O)O)c2cc(C(F)(F)F)ccc2S1(=O)=O | 8 | 6 | 0 | -13 | i | 7 | 4 | 1.4 | 1
COC(=O)c1ccc2nc(-c3ccco3)c(Cc3ccccc3C(F)(F)F)n2c1 | -8 | -5 | -18 | . | . | 7 | . | 1.5 | -1
CCOC(=O)C(NCc1ccccn1)(NC(=O)c1cccnc1)C(F)(F)F (configuration not stated) | -9 | -4 | -7 | 5 | i | -4 | 3 | -0.4 | 4
O=C1C2CCCCN2C(=O)N1CCN1CCN(c2ccc(F)cc2)CC1 (configuration not stated) | -1 | -5 | -3 | -2 | i | 2 | -2 | -0.2 | 3
COc1ccc(N/C=C(\C(C)=O)c2ccc(OC)c(OC)c2)cc1OC | -1 | -6 | -5 | 10 | i | -1 | 1 | 3.5 | 3
O=C(Nc1ccc(C(=O)N2CCOCC2)cc1)Nc1cccc2ccccc12 | 4 | 2 | -3 | 1 | i | -8 | -1 | 0.9 | 3
CCN(CC(=O)N1CCCCCC1)S(=O)(=O)c1ccc(Cl)cc1 | 1 | 0 | -12 | -2 | i | 10 | -3 | -0.3 | 8
O=C(COC(=O)/C=C/c1ccc(Cl)cc1)Nc1ccc2[nH]c(=O)[nH]c2c1 | -12 | -4 | -2 | -3 | i | 1 | -1 | 0.1 | -1
CCC(C)Sc1cc(C)c(C#N)c2nc3ccccc3n12 (configuration not stated) | 0 | 18 | -4 | -13 | i | -14 | -3 | 1.3 | -8
CCC1(c2ccc(F)cc2)NC(=O)N(CC(=O)c2cc(C)n(C3CC3)c2C)C1=O (configuration not stated) | -2 | 2 | -2 | 5 | i | 4 | -3 | 0.6 | 1
CCCOC(=O)/C(=C\C=C\c1ccco1)NC(=O)c1ccccc1 | -22 | -3 | -12 | -12 | i | 18 | 2 | 4.1 | -3
Cc1ccc(-c2nn3c(C)nnc3c3ccccc23)cc1S(=O)(=O)NCc1ccccc1 | -3 | 16 | -1 | -3 | i | 0 | 0 | -1.2 | 8
CC(=O)c1ccc(Nc2nc(C(N)COCc3ccccc3)cs2)cc1 (configuration not stated) | -3 | -7 | -1 | -3 | i | 2 | -2 | 0.1 | 1
Cc1ccc(C(C(=O)NCc2ccco2)N(C(=O)CNC(=O)c2cccs2)c2c(C)cc(C)cc2C)cc1 (configuration not stated) | -6 | -3 | -8 | -3 | i | -1 | 1 | -1.0 | 3
Cc1c(C(=O)N2CCC(Cc3ccccc3)CC2)sc2ncnc(N3CCC(C)CC3)c12 | 3 | 50 | -4 | 2 | i | 3 | 1 | -1.4 | -1
O=C(Nc1ccc(S(=O)(=O)N2CCCC2)cc1)N1c2ccccc2Sc2ccccc21 | -3 | 76* | -1 | -2 | i | -2 | 2 | 0.3 | -2
C=C(C)CSc1nnc([C@@H]2CCCN2C(=O)OC(C)(C)C)o1 | -3 | -10 | -4 | -9 | i | 2 | -2 | -0.7 | 1
Cc1cc(NC(=O)c2ccccc2Oc2ccccc2)no1 | 3 | 3 | -10 | 6 | i | -1 | 0 | 1.1 | 1
Cc1ccccc1SCC(=O)Nc1cc(S(=O)(=O)N2CCOCC2)ccc1N1CCOCC1 | 4 | 11 | -1 | -5 | i | 3 | -2 | 0.8 | -5
CC(C)C(=O)Nc1nnc(NC(=S)Nc2ccccc2)s1 | 1 | -3 | 2 | 15 | i | -3 | 2 | 1.7 | 3
c1ccc(-c2noc(CN3CCN(C(c4ccccc4)c4ccccc4)CC3)n2)cc1 | 10 | 29 | -1 | -6 | i | 5 | 0 | -1.2 | -6
CC(=O)c1ccc(NC(=O)C(C)N2CCN(C/C=C/c3ccccc3)CC2)cc1 (configuration not stated) | -1 | -4 | -6 | 2 | i | 3 | -1 | 1.0 | 0
O=C1CC(=O)Nc2cc(S(=O)(=O)N3CCOc4ccc(Cl)cc43)ccc2N1 | -8 | -30 | -2 | -12 | i | -2 | -1 | -0.3 | -8
CCCCCC(=O)Nc1ccc2oc(-c3cccnc3)nc2c1 | -7 | -9 | 1 | -4 | i | -2 | 4 | 0.9 | 2
Cc1cccc(C(=O)NCC(=O)N2CCN(S(=O)(=O)c3ccc4c(c3)OCCO4)CC2)c1 | -13 | -3 | 0 | -8 | i | -4 | -1 | 0.3 | 2
C=CCn1c(N)c(C(=O)OC(C)CC)c2nc3ccccc3nc21 (configuration not stated) | 5 | -2 | -5 | 8 | i | 12 | 0 | 1.7 | -10
COc1ccccc1NC(=O)CN(Cc1ccco1)C(=O)c1cc(Cl)c(OC)c(OC)c1 | -8 | 8 | 0 | 1 | i | 2 | -7 | -1.9 | 2
O=C(O)C1CC=CCC1C(=O)Nc1cccnc1 (configuration not stated) | 5 | -9 | -14 | 3 | i | 0 | 2 | -0.4 | -1
COc1cc(OC)cc(C(=O)NC(=S)N2CCCCCC2)c1 | -6 | -7 | 1 | 33 | i | 0 | 5 | 1.1 | 1
O=C(COC(=O)C12CC3CC(CC(C3)C1)C2)NNC(=O)c1ccccc1 | -1 | -1 | -2 | 6 | i | -1 | 1 | -0.1 | -4
CC(C)(C)OC(=O)N1CCC(C(=O)Nc2ccc(C(=O)NCCc3ccccc3)cc2)CC1 | -8 | -9 | -12 | -17 | i | 1 | 7 | 0.1 | 9
O=C(CCC1CCCN(C2C3CC4CC(C3)CC2C4)C1)NCc1ccc(F)c(F)c1 (configuration not stated) | 19 | 3 | -4 | 5 | i | -6 | 1 | 0.1 | 1
Cc1[nH]c(C)c(S(=O)(=O)NCc2ccc(OC(C)C)cc2)c1C(=O)N1CCCC1 | 8 | -6 | -6 | 0 | i | 0 | 2 | 1.6 | 1
Cc1nn(Cc2ccccc2)c(C)c1CCC(=O)O | 1 | -4 | -2 | 0 | i | 3 | 1 | -0.6 | 1
O=C(NCc1ccc(F)cc1F)[C@@H]1CCCN1C(=O)[C@@H]1CCCN1C(=O)c1ccccc1 | -9 | -16 | -4 | . | . | 3 | . | -0.1 | 0
Cc1ccc(OCC(=O)NNC(=O)c2cc3ccccc3o2)cc1C | -2 | -7 | -8 | 7 | i | 3 | 3 | -0.7 | -3
CCCCn1c(N)c(N(CC(C)C)C(=O)c2cccc(S(=O)(=O)N3CC(C)OC(C)C3)c2)c(=O)[nH]c1=O (configuration not stated) | -6 | -8 | 2 | -10 | i | 2 | 2 | 1.1 | -2
CC(C)(C)OC(=O)N1CCC(c2c(C(=O)O)cnn2-c2ccccc2)CC1 | 8 | -9 | -5 | 11 | i | -5 | 3 | -0.5 | 2
COc1cccc2c(=O)n(CC(=O)NC3CCCC3)ccc12 | -4 | -8 | -3 | -9 | i | 0 | 0 | 1.3 | -1
O=C(NC1CC2CCCC(C1)N2C(=O)Nc1ccccc1)c1ccncc1 (configuration not stated) | 1 | -6 | -3 | 2 | i | -4 | 1 | 0.1 | 5

Among those listed so far, four have a Cl atom.
SMILES | E coli Lon inh | FAS-TE inh | MsrA act | PABP1 MLLE inh | Rpn11 inh | CSN deneddyl inh | Rin1-Abl PPI inh | MsrA inh | MT1-MMP act inh
CCN(CC(=O)N1CCCCCC1)S(=O)(=O)c1ccc(Cl)cc1 | 1 | 0 | -12 | -2 | i | 10 | -3 | -0.3 | 8
O=C(COC(=O)/C=C/c1ccc(Cl)cc1)Nc1ccc2[nH]c(=O)[nH]c2c1 | -12 | -4 | -2 | -3 | i | 1 | -1 | 0.1 | -1
O=C1CC(=O)Nc2cc(S(=O)(=O)N3CCOc4ccc(Cl)cc43)ccc2N1 | -8 | -30 | -2 | -12 | i | -2 | -1 | -0.3 | -8
COc1ccccc1NC(=O)CN(Cc1ccco1)C(=O)c1cc(Cl)c(OC)c(OC)c1 | -8 | 8 | 0 | 1 | i | 2 | -7 | -1.9 | 2

More entries follow.
SMILES | E coli Lon inh | FAS-TE inh | MsrA act | PABP1 MLLE inh | Rpn11 inh | CSN deneddyl inh | Rin1-Abl PPI inh | MsrA inh | MT1-MMP act inh
COC(=O)c1ccc2nc(-c3ccco3)c(Cc3cccc(F)c3)n2c1 | -8 | -9 | -7 | 3 | i | 11 | 6 | 2.8 | -5
O=C(Oc1ccc2ccc(=O)oc2c1)c1cccs1 | 13 | -3 | -1 | -9 | i | 12 | -1 | 0.3 | -1
COc1cc(OC)cc(-c2sc3ccc(OC)cc3c2-c2ccc(OCCN3CCCCC3)cc2)c1 | -2 | 20 | -2 | 3 | i | -4 | -4 | . | -10
O=C(COC(=O)C1CCC(N2C(=O)C3C4CCC(C4)C3C2=O)CC1)c1ccc(F)cc1 (configuration not stated) | -4 | 11 | 1 | -5 | i | 3 | 3 | 0.5 | -1
O=C(OCC(=O)N1CCCC1)c1ccc(NS(=O)(=O)c2cccs2)cc1O | -7 | -5 | -2 | 17 | i | -5 | 0 | 0.7 | 0
COc1ccc(CCNC(=O)C2CC3Cn4c(nc5cc6ccccc6cc54)C3N2C)cc1 (configuration not stated) | 11 | -10 | -1 | -13 | i | 2 | -1 | -0.7 | 10
CN(C)/C=C(\C#N)C(=O)c1cccnc1Oc1ccc(F)cc1F | -7 | -6 | -4 | -6 | i | -2 | 0 | 0.3 | -5
O=C(O)/C=C\c1ccccc1Oc1cccc(Cl)c1 | -4 | -6 | -8 | 15 | i | -9 | 6 | 1.3 | 2
CCOC(=O)C1=C(c2ccccc2)N2CCS(=O)(=O)N=C2S1 | 13 | -5 | -2 | -7 | i | -2 | 4 | -0.1 | 2
O=C(O)CCN1CCc2ccccc2C1c1ccncc1 (configuration not stated) | 9 | -2 | -10 | 11 | i | -1 | -2 | 1.3 | 3
CCOc1cc(C=O)cc(N=Nc2cccc([N+](=O)[O-])c2)c1O | 0 | 15 | -4 | 18 | i | 1 | -3 | 4.2 | 7
CC(C)COc1ccc2[nH]c3c(c2c1)CCCC3=O | -5 | -7 | 0 | -18 | i | -3 | -2 | -0.1 | 6
O=[N+]([O-])/C(=C\Nc1ccccc1Cl)S(=O)(=O)c1ccccc1 | 2 | -4 | -1 | 2 | i | 0 | -3 | . | -4
COP(=O)(OC)C(Nc1ccc(C)cc1)c1ccc([N+](=O)[O-])cc1 (configuration not stated) | 1 | -4 | -9 | 8 | i | -2 | 1 | -0.6 | 2
CCCc1nnc(NS(=O)(=O)c2ccc(C)cc2)o1 | -1 | -8 | 0 | 27 | i | 5 | 1 | 0.4 | -1
Cc1cccc(C(=O)NNc2ncnc3c2cnn3C)c1 | 6 | -4 | -3 | -1 | i | 4 | -3 | -0.4 | 5
O=C1CCCN1CCNC(=S)Nc1ccccc1 | 6 | -9 | -9 | 12 | i | -1 | 0 | 1.6 | 3
O=c1oc(-c2ccccc2)cc(Cl)c1Cl | 6 | 8 | -10 | 1 | i | 4 | 0 | 1.3 | -5
Cc1ccc(C(=O)N(CN2CCCC2=O)c2ccccc2)cc1C | 4 | -9 | -12 | 11 | i | 1 | 3 | -0.5 | -5
O=C(N/N=C/c1ccco1)c1cnccn1 | -3 | -6 | -6 | -2 | i | 7 | 2 | 3.2 | 10
O=S(=O)(c1ccccc1)N1CCN(c2ncccn2)CC1 | 7 | -5 | -2 | 6 | i | -3 | 1 | -1.4 | 0
CCOC(=O)c1ccc(NS(=O)(=O)c2cc(C)ccc2OC)cc1 | 0 | 2 | 3 | -1 | i | 5 | 2 | -1.5 | 2
O=C(/C=C/c1cccc2ccccc12)NCCC1=CCCCC1 | -2 | -4 | -5 | -7 | i | 2 | 2 | -0.9 | -5
